Source: PubChem BioAssay (National Center for Advancing Translational Sciences (NCATS))
HCMV inh: qHTS Assay for inhibitors of the human cytomegalovirus (HCMV) | AID 1259415, 2018 | activity change, negative = inhibition, % at 57.5 µM | 4.5% of 410,000 active | HFF cells, HCMV-luciferase reporter, 72 h; active compounds read low; in the data active means activity change below about -60%; inconclusive means no clear call, values can overlap the other calls; inactive means above about -39%
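Luciferase read-out from HCMV-luciferase-infected HFFs (MOI 1 PFU/cell) 72 h post infection at 37C; compounds added after 16 h cell attachment; activity normalized between buffer-only basal and Salinomycin (10uM) inhibitor controls.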
FBPA Giardia inh: qHTS Assay for Inhibitors of Fructose-1,6-bisphosphate Aldolase from Giardia Lamblia; AID 2451, 2010; Potency, µM (highest dose often 59.6 µM), for inactives: at the top dose activity, negative = inhibition, usual class: inhibitors; purified Giardia FBPA; A8B2U2; 0.71% of 290,000 active; further: potency means the concentration at half of the fitted maximal effect; nearly all actives have a fitted effect of over 55% in size
Target sequence (A8B2U2 whole entry, looked up): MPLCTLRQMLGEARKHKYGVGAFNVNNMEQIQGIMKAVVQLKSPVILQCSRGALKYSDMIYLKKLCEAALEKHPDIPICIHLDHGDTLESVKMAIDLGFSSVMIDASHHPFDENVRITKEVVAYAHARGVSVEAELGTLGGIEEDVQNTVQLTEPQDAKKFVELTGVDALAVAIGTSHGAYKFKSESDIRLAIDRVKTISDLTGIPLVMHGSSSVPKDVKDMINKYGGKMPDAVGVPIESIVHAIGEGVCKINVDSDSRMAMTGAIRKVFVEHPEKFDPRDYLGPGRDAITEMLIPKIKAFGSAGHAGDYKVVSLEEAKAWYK
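40 nM FBPA preincubated 10 min at RT with compound (up to 57.5 uM final), then substrate plus GAPDH/TPI/NAD/arsenate coupling and diaphorase/resazurin added. Fluorescence read after 20 min at RT, 525/598 nm.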
Sm TGR inh: qHTS Assay for the Inhibitors of Schistosoma Mansoni Peroxiredoxins; AID 485364, 2010; Potency, µM (titrated, usually from 114 µM), inactives show top-dose activity change, negative = inhibition, usual class: inhibitors; purified TGR, DTNB reduction, TNB absorbance 405 nm; 3% of 360,000 active; further: potency means the concentration at half of the fitted maximal effect; nearly all actives have a fitted effect of over 60% in size
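TGR 20 nM + NADPH 100 uM (dispensed conc.), cpd preinc 15 min RT; start with NADPH (500 uM addition) then DTNB (15 mM addition). Kinetic TNB absorbance, 405 nm filter. Four-parameter Hill fit across titration.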
AMA1 RON2 block: qHTS for Inhibitors of AMA1-RON; Towards Development of Antimalarial Drug Lead: Primary Screen; 0.2% of 360,000 active; Potency, µM (titrated, usually from 58.2 µM), for inactives: at the top dose activity change, negative = inhibition, hits mostly inhibitors; Plasmodium falciparum AMA1 (3D7) - RON2 peptide interaction; AlphaScreen AMA1-biotinylated RON2 peptide binding;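 further: potency means the concentration at half of the fitted maximal effect; 0% = vehicle wells and -100% = peptide control; nearly all actives have a fitted effect of over 45% in size; some results filed as inactive show a strong effect at the top dose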
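AMA1 (3D7) with his tag at 25 nM final met compounds first, then biotinylated RON2 peptide at 25 nM; detection used donor plus acceptor beads, 10 µg/mL apiece, read by AlphaScreen after 30 min at room temperature.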
AmpC detergent: qHTS Inhibitors of AmpC Beta-Lactamase (assay with detergent); P00811; Potency, µM (top dose mostly 114 µM), without a hit: at the top dose activity change, negative = inhibition, actives largely listed as inhibitors; 0.041% of 370,000 active; AmpC hydrolysis of nitrocefin, absorbance 480 nm, 0.01% Triton;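 further: potency means the concentration at half of the fitted maximal effect; 0% = no-compound wells and -100% = no-enzyme wells; nearly all actives have a fitted effect of over 25% in size; some results filed as inactive show a strong effect at the top dose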
Target sequence (P00811 whole entry, looked up): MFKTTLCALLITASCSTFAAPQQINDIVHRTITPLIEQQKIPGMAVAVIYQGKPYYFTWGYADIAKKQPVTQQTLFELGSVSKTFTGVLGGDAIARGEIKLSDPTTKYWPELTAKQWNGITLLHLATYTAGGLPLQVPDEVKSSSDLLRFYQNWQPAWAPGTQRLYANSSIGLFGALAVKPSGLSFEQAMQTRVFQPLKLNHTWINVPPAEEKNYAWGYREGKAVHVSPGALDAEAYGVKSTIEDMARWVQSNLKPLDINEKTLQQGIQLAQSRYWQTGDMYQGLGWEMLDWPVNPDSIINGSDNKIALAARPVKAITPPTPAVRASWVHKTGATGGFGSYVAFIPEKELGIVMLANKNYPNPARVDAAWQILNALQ
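20 mM phosphate pH 7.0 + 0.01% (detergent screen) or 0.0001% Triton X-100; 5.3 nM AmpC reagent; cpd preinc 15 min RT; nitrocefin (800 uM stock) to start; A480 q20 s × 4 min; Activity was normalised to no-enzyme and no-compound control wells.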
AmpC inh no detg: qHTS Inhibitors of AmpC Beta-Lactamase (assay without detergent); Potency, µM (top dose mostly 57.1 µM), for the others: at the top dose activity change, negative = inhibition, actives largely listed as inhibitors; P00811; 0.52% of 330,000 active; AmpC nitrocefin hydrolysis, absorbance 480 nm, 0.0001% Triton;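 further: potency means the concentration at half of the fitted maximal effect; plate controls were no compound for no effect and no enzyme for full effect; nearly all actives have a fitted effect of over 20% in size; some results filed as inactive show a strong effect at the top dose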
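AmpC (5.3 nM in the dispensed reagent) in 20 mM phosphate pH 7.0 with 0.01% (detergent screen) or 0.0001% Triton X-100 was preincubated with compounds for 15 min at room temperature. Nitrocefin was then added from an 800 uM solution, and hydrolysis was followed at 480 nm.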
Starred values were filed as active, the others as inactive; ? = inconclusive; · = no result given; & = joins results of further samples; [ ] = dose if it differs, or a comment. Unless noted, the call rests on the fitted dose curve; in most records, active means well fitted curve in the direction sought with a large enough effect; inconclusive means small, poorly fitted or top-dose-only effect, or another doubt; inactive means no such curve, though single readings can be large; an effect the other way counts as inactive or inconclusive. Unless noted, on the % scale 0 is the no-effect control and ±100 the full control effect.

SMILES	HCMV inh	FBPA Giardia inh	Sm TGR inh	AMA1 RON2 block	AmpC detergent	AmpC inh no detg
Cc1ccccc1-n1ncc2c(SCC(=O)N3c4ccccc4CC3C)ncnc21 (stereo unspecified)	-67*	-16%	10%	-2%	-8%	8%
O=C(c1ccc(Cl)c(S(=O)(=O)N2CCCC2)c1)N1CCN(c2ccccc2)CC1	?	4%	-7%	-18%	-10%	59%
O=C(CS(=O)(=O)Cc1ccccc1)Nc1ccc(Cl)cn1	-23	-1%	-25%	-6%	-14%	-28%
CCc1nnc(NC(=O)CC(CN(C)S(=O)(=O)c2ccccc2)c2ccccc2)s1 (stereo unspecified)	-7	-6%	-2%	-5%	?	40µM*
CCCCN1CC(O)=C(c2nc(-c3ccc(Br)cc3)cs2)C1=N	?	-1%	9%	0%	-8%	-18%
CCc1ccc(N2CC(C(=O)NCc3ccc4c(c3)OCO4)CC2=O)cc1 (stereo unspecified)	15	2%	-3%	-6%	-11%	-10%
Cc1ccc(C)c(NC(=O)N2CCN(C)c3ncccc32)c1	-12	·	-8%	·	1%	·
Cc1c(NC(=O)CSc2n[nH]c(=O)n2-c2ccccc2)c(=O)n(-c2ccccc2)n1C	-33	5%	1%	-2%	-5%	-33%
COc1ccc([C@@H]2[C@@H]3C(=O)N(C(C)(C)C)C(=O)[C@@H]3[C@]3(Cc4ccccc4)C(=O)N(c4ccc(OC)cc4)C(=O)N23)cc1	1	·	3%	0%	?	79%[activator]
CN(C)CCNC(=O)C(=O)NCC1CCCN1S(=O)(=O)c1cccs1 (stereo unspecified)	-35	·	-22%	17%	-10%	-1%
C/C(=N\NC(=O)CCc1c[nH]c2ccccc12)c1ccc([N+](=O)[O-])cc1	-21	1%	-4%	1%	?	-20%
O=C(CN(C(=O)CNS(=O)(=O)c1ccccc1)C1CCCC1)NCc1ccco1	-4	0%	-34%[11.4 µM]	6%	-14%	-6%

Molecules shown so far containing an NH in an aromatic ring:
SMILES	HCMV inh	FBPA Giardia inh	Sm TGR inh	AMA1 RON2 block	AmpC detergent	AmpC inh no detg
Cc1c(NC(=O)CSc2n[nH]c(=O)n2-c2ccccc2)c(=O)n(-c2ccccc2)n1C	-33	5%	1%	-2%	-5%	-33%
C/C(=N\NC(=O)CCc1c[nH]c2ccccc12)c1ccc([N+](=O)[O-])cc1	-21	1%	-4%	1%	?	-20%

The results go on:
SMILES	HCMV inh	FBPA Giardia inh	Sm TGR inh	AMA1 RON2 block	AmpC detergent	AmpC inh no detg
Cc1ccc(C(=O)Nc2ccccc2C(=O)O)cc1S(=O)(=O)NCc1ccccc1	-10	13%	1%[57.1 µM]	-1%	-11%	-22%
C=CCNCCCCOc1ccc(OCc2ccccc2)cc1	-69*	?	·	-29%	-2%	19%
O=C(Nc1ccc2nc(SCC(=O)N3CCc4ccccc43)sc2c1)c1ccccc1F	26	·	4%	·	6%	·
COc1cc2c(cc1OC)CN(C(=O)c1sc(-c3cnccn3)nc1C)CC2	-3	-4%	0%	-17%	6%	-7%
COc1cccc(C(=O)N(CN2CCCC2=O)c2cccc(Cl)c2)c1	43	-2%	4%	25%	-1%	12%
Cc1c(C)c2ccc(OCC(=O)Nc3ccccc3C(N)=O)cc2oc1=O	-11	3%	10%	3%	-12%	-28%
Cc1c(C)n(C(=O)CN2CCN(c3ccccc3)CC2)c2ccccc12	11	-3%	3%	?	0%	0%
O=C(Nc1ccc(N2CCCC2)cc1)c1ccc([N+](=O)[O-])cc1Cl	-35	5%	-1%	2%	?	-16%
CCOC(=O)c1nc2nc(C)c(Cl)c(=O)n2[nH]1	-23	-17%	-33%	-11%	1%	1%
CC(C)c1nnc(NC(=O)CN2C(=O)c3ccccc3C2=O)s1	-8	2%	3%	32%[activator]	-12%	-16%
O=C(NCC(=O)N1CCN(S(=O)(=O)c2ccccc2C(F)(F)F)CC1)c1sc2ccccc2c1Cl	-14	·	?	1%	-13%	-19%
NC(=O)N/N=C/c1ccccc1OC(=O)c1cc2ccccc2oc1=O	-16	18%	?	38%[activator]	-10%	-10%
Cc1ccc(NC(=O)c2ccc3snnc3c2)cc1C	37&33	-2%	6%&-1%	2%	-12%&-1%	-35%
COc1ccccc1-c1ccc(SCc2cccc(C)c2)nn1	?	-1%	4%	15%	6%	-20%
CCCN1C(=O)C(O)(CC(=O)c2ccc(C(C)C)cc2)c2ccccc21 (stereo unspecified)	-31	·	5%	·	3%	·
COc1ccc(Oc2ncccc2[N+](=O)[O-])cc1	14	-4%	9%	0%	-10%	-17%
COc1cccc(CN2CCN(S(=O)(=O)c3ccc(Cl)s3)CC2)c1	26	·	2%	-25%	-9%	-11%
CC(C(=O)Nc1sccc1C(N)=O)N1C(=O)C2CC=CCC2C1=O (stereo unspecified)	31	2%	-31%	-3%	-9%	-9%
O=C(c1ccccc1)N(Cc1ccc(F)cc1)C1CCS(=O)(=O)C1 (stereo unspecified)	16	7%	12%	-1%	0%	4%
Cc1cc(C)c2nc(N3CCN(C)CC3)c(C#N)cc2c1	34	-5%	-3%	5%	-1%	-8%
Cc1ccc(-c2nn(Cc3ccccc3)cc2C(=O)N2CCN(c3ccccn3)CC2)cc1	7	·	5%	0%	2%	73%[activator]
COC(=O)Cc1cn(-c2ncc(C(F)(F)F)cc2Cl)c2ccccc12	-6	0%	43%[activator]	22%	-3%	8%
COC(=O)C1C(O)=C(C=Nc2ccc3ccccc3c2)C(=O)CC1(C)C (stereo unspecified)	-11	-10%	8%	12%	-1%	80%[activator]
COc1ccccc1CNC(=O)COC(=O)c1ccc(C)s1	-11	·	-5%	2%	1%	-23%
Cc1ccc(Nc2nc(CSc3n[nH]c(N)n3)cs2)cc1	48	-4%	0%	43%[activator]	7%	-38%
Oc1ccccc1C(Nc1nccs1)c1ccc2cccnc2c1O (stereo unspecified)	-93*	?	1.3µM*	-21%	-8%	-58%
CCCCOC(=O)c1ccc(Nc2ccc([N+](=O)[O-])cn2)cc1	-16	20%	-25%	4%	-3%	-12%
O=S(=O)(Nc1nc2ccccc2nc1N1CCN(CCO)CC1)c1cc(F)ccc1F	5	·	-18%	26%	-13%	5%
CCN(CC)c1cc(Cl)c2nonc2c1N	47	?	-2%	?	2%	-24%
COC(=O)C1=C(c2cccc(C#N)c2)C[C@@H]2CC[C@H]1N2C(=O)NCCOc1ccccc1Cl	-35	·	0%	-3%	8%	85%[activator]
COc1cccc(Cn2cnc3c2c(=O)n(C)c(=O)n3C)c1	?	·	5%	·	21%	·
Cc1cc(NC(=O)C(C)SCC(=O)N(Cc2ccccc2)c2ccccc2)no1 (stereo unspecified)	?	·	0%	-5%	-3%	-2%
COc1cc(OC)c(NC(=O)CCCn2nc(C)c3c(C)n(-c4ccccc4)nc3c2=O)cc1Cl	-10	·	-10%	·	4%	·
CCC(=O)NNC(=O)c1cc(COc2cc(Cl)cc(Cl)c2)on1	-21	1%	3%	93%[activator]	4%	5%
Cc1ccc2nc(-c3ccncc3)[nH]c2c1	193	-1%	-8%	10%	0%	-4%
S=C1NCN(Cc2cccnc2)CN1Cc1ccccc1	13	0%	1%	-1%	2%	-1%
CCc1ccccc1N1C(=O)N(Cc2ccccc2C)c2ccccc2S1(=O)=O	-105*	·	17%	·	5%	·
COc1ccc(O)c(C(=O)c2cnc3c(c2)c(C)nn3C)c1	-2	12%	-16%	-12%	-12%	14%
CS(=O)(=O)Nc1ccc(C(=O)NC2CC3CCC2C3)cc1 (stereo unspecified)	38	3%	12%	2%	?	-11%
O=C(NCc1ccccn1)c1ccc(Cn2cc(C(F)(F)F)ccc2=O)cc1	-13	-2%	6%	18%	0%	-19%
Cc1ccc(NC(=O)Cn2c(C)csc2=O)cc1	-24	·	8%	8%	?	-7%
CCCc1ccc(OCc2ccccc2)c2c(=O)cc(C(=O)OCC)oc12	-2	6%	16%	3%	?	-4%
CCOc1ccc(/C=C/C(=O)Nc2sc3c(c2C(=O)OC)CCC3)cc1	21	·	1%	·	-4%	·
CN(C)NC(=O)c1cccc(Cl)c1	78	-3%	9%	1%	-14%	-23%
CCOC(=O)c1cn(CC)c2ccc(S(=O)(=O)N3CC(C)CC(C)C3)cc2c1=O (stereo unspecified)	-14	7%	-6%	14%	-4%	-46%
CCc1ccc(C(C)NC(=O)C2CCCO2)cc1 (stereo unspecified)	-4	7%	?	8%	2%	-6%
CSc1ccccc1NC(=O)CN(C)CC(=O)Nc1ccc(S(=O)(=O)N2CCCC2)cc1	-21	·	·	-3%	·	-26%
O=C(COC(=O)c1cccnc1Cl)NC1CCCCCC1	-22	·	·	36%[activator]	·	-15%
CN(C)CC1CSCCC1(O)c1ccccc1 (stereo unspecified)	26	-12%	0%	-18%	0%	-4%
COC(=O)CCn1c(C)cc(C(=O)COc2ccccc2C(N)=O)c1C	10	9%	-13%	-22%	-5%	-12%
C[C@@H]1CCC(=O)N(CC[C@H](Sc2ccccc2)c2ccccc2)CC1	-11	-1%	-18%	12%	?	81%[activator]
O=C(NCCCn1ccnc1)C(=O)NCC1OCCN1S(=O)(=O)c1ccc2c(c1)OCCO2 (stereo unspecified)	9	2%	6%	28%	-9%	-7%
Cc1cc(NC(=O)C2C3C(=O)N(Cc4ccc(Cl)cc4)C(C(=O)NC(C)(C)C)C34C=CC2(C)O4)no1 (stereo unspecified)	-19	1%	-20%	-10%	-6%	3%
CS(=O)(=O)N(CC(=O)NCc1ccc(Cl)cc1)C1CCCCC1	-12	0%	-1%	21%	1%	-3%
COc1cc(/C=C2\SC(N)=NC2=O)ccc1OCC(=O)Nc1ccccc1C	0	·	2%	-15%	2%	-12%
O=C(c1ccco1)N1CCN(c2nc3ccsc3c(=O)s2)CC1	-5	-17%	?	0%	?	?
N#Cc1nc(-c2ccc(COc3ccccc3)o2)oc1NCc1ccccc1	?	·	2%	·	10%	·
CCOC(=O)c1cn2cccnc2n1	43	3%	1%	-9%	1%	-4%
CN(C/C=C/C#CC(C)(C)C)Cc1cccc2ccccc12	-80*	-7%&-9%	·	8%	·	·
COc1cccc(NC(=O)CN(C)C(C)C(=O)NC(C)c2ccc(Cl)cc2Cl)c1 (stereo unspecified)	-31	·	-1%	28%	?	57%

More compounds follow.
SMILES	HCMV inh	FBPA Giardia inh	Sm TGR inh	AMA1 RON2 block	AmpC detergent	AmpC inh no detg
C=CCN1C(=NC(=O)CC)SC2CS(=O)(=O)CC21 (stereo unspecified)	-7	-4%	9%	0%	-10%	-13%
Cc1cc(C)n2nc(SC(C)C(=O)N(C)C3CCCCC3)nc2n1 (stereo unspecified)	4	·	·	-1%	·	9%
CCOc1ccc(OCCC(=O)OCC(=O)Nc2ccc3c(c2)OCO3)cc1	10	·	-9%	-16%	-20%	-29%
CCCCNC(=O)COC(=O)c1cc(Br)ccc1Cl	-24	9%	-13%	5%	-7%	-13%

The order is random; any-hit rate near 7.8%.
